pPAFAH inh = pPAFAH enzyme inhibitors, primary screen, biochemical, fluorescence polarization, human; recombinant pPAFAH, FP-rhodamine probe fluorescence polarization; inhibition, % at 3.39 µM; 330,000 compounds, 1.5% hits;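 active = inhibition above the mean inhibition across the screen plus 3 SD, cut at about 25% in these data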;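 note: inhibitors block binding of the rhodamine activity-based probe so polarization drops; 0% = enzyme with DMSO and 100% = wells lacking pPAFAH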
PAD4 FP inh = human PAD4 inhibitors, primary screen, biochemical, fluorescence polarization, 1536-well format. recombinant PAD4, RCA probe fluorescence polarization. inhibition, % at 6.36 µM. 330,000 compounds, 0.41% hits;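 active = percent inhibition above a cutoff equal to the mean of all tested compounds plus 3 SD, cut at about 15% in these data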;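 note: 0% = PAD4 with RCA probe and DMSO and 100% = probe without PAD4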
PAFAH2 inh = PAFAH2 enzyme inhibitors, primary screen, biochemical, fluorescence polarization, human. Platelet-activating factor acetylhydrolase 2, cytoplasmic (Homo sapiens), Q99487. recombinant PAFAH2, FP-rhodamine activity probe. inhibition, % at 3.39 µM. 340,000 compounds, 0.99% hits;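 active = inhibition above the mean over all tested compounds plus 3 SD, cut at about 30% in these data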;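 note: inhibitors block probe labeling of enzyme so polarization drops; 0% = enzyme with DMSO and 100% = wells lacking PAFAH2 protein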
PAFAH1B2 inh = PAFAH1B2 enzyme inhibitors, primary screen, biochemical, fluorescence polarization, human. Platelet-activating factor acetylhydrolase IB subunit alpha2 (Homo sapiens), P68402. recombinant PAFAH1B2, FP-rhodamine activity probe. inhibition, % at 3.39 µM. 340,000 compounds, 1.2% hits;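 active = inhibition above the mean of all tested compounds plus 3 SD, cut at about 24% in these data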;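 note: 0% = enzyme with DMSO and 100% = wells lacking PAFAH1B2; many of its hits are not listed in these tables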
Target sequence (P68402 whole entry, looked up): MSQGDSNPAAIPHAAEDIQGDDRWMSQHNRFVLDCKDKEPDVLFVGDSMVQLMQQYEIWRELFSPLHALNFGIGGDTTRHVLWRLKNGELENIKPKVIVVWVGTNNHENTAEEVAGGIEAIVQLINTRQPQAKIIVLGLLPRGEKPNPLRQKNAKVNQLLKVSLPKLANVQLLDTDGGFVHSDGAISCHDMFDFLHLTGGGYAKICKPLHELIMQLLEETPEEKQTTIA
LYPLA2 inh = LYPLA2 inhibitors, primary screen, counter-screen for PME1 inhibitor project, biochemical, fluorescence polarization, FP-Rh probe ABPP; recombinant LYPLA2; AID 2177, 2009; 320,000 compounds, 0.38% hits; inhibition, % at 5.9 µM; Acyl-protein thioesterase 2 (Homo sapiens), O95372;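 active = inhibition above the screen-wide mean plus 3 SD, limit set per campaign, cut at about 26% in these data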;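 note: 0% = LYPLA2 with DMSO and 100% = wells lacking LYPLA2 enzyme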
LYPLA1 inh = LYPLA1 inhibitors, primary screen, counter-screen for PME1 inhibitor project, biochemical, fluorescence polarization, FP-Rh probe ABPP; Acyl-protein thioesterase 1 (Homo sapiens), O75608; recombinant LYPLA1; inhibition, % at 5.9 µM; 320,000 compounds, 0.16% hits; AID 2174, 2009;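 active = inhibition above the mean of all tested compounds plus 3 SD, set per campaign, cut at about 14% in these data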;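 note: inhibitors block serine hydrolase probe labeling of LYPLA1 so polarization falls; 0% = enzyme with DMSO and 100% = wells lacking LYPLA1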
Target sequence (O75608 whole entry, looked up): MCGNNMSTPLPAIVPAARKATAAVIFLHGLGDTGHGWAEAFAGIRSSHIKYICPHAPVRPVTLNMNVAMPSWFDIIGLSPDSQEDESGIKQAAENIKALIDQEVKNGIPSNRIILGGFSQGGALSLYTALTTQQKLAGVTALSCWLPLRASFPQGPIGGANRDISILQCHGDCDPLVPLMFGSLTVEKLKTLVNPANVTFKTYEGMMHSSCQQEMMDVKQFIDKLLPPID
PREPL inhibitor = PREPL enzyme inhibitors, primary screen, biochemical, fluorescence polarization; recombinant PREPL, fluorescence polarization activity-based probe; inhibition, % at 5.96 µM; 320,000 compounds, 0.68% hits; in the data active = inhibition above about 43%;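 note: 0% = enzyme with DMSO and 100% = wells lacking enzyme; many of its hits are not listed in these tables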
PAFAH1B3 FP inh = PAFAH1B3 enzyme inhibitors, primary screen, biochemical, fluorescence polarization, human. Platelet-activating factor acetylhydrolase IB subunit alpha1 (Homo sapiens), Q15102. recombinant PAFAH1B3, FP-rhodamine probe. inhibition, % at 3.39 µM. 340,000 compounds, 0.28% hits. AID 492972, 2010;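 active = inhibition above the screen-wide average of all tested compounds plus 3 SD, cut at about 25% in these data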;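 note: 0% = enzyme with DMSO only and 100% = wells lacking PAFAH1B3 protein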
Target sequence (Q15102 whole entry, looked up): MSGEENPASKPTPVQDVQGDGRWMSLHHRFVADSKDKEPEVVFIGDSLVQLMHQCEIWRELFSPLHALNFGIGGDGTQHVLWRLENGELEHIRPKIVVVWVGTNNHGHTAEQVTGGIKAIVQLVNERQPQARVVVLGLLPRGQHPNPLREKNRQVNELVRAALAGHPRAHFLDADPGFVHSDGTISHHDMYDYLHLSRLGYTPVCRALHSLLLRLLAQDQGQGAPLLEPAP
GSTO1 inh = inhibitors of recombinant GSTO1, primary screen, counter-screen for RBBP9 inhibitor project, biochemical, fluorescence polarization. Glutathione S-transferase omega-1 (Homo sapiens), P78417. activity-based probe fluorescence polarization. inhibition, % at 5.96 µM. 300,000 compounds, 1.1% hits. AID 1974, 2009;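 active = inhibition above the campaign mean inhibition plus 3 SD, cut at about 35% in these data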;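 note: 0% = GSTO1-1 with DMSO and 100% = wells lacking GSTO1-1 enzyme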
Target sequence (P78417 whole entry, looked up): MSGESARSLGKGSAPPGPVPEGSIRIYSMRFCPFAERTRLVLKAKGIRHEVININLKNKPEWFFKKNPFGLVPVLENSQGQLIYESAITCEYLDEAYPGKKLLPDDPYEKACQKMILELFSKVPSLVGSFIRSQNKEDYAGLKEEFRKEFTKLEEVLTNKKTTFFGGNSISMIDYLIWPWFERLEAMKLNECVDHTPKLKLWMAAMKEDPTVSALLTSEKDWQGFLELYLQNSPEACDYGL
An asterisk follows results filed as active; x = not tested or not shown. These rows are one share of the data; rates above refer to the full screens.

SMILES	pPAFAH inh	PAD4 FP inh	PAFAH2 inh	PAFAH1B2 inh	LYPLA2 inh	LYPLA1 inh	PREPL inhibitor	PAFAH1B3 FP inh	GSTO1 inh
CCc1ccc(OCC(=O)N2CCc3ccccc32)cc1	1	-4	11	9	-3	3	3	-1	5
CC(Cc1cccs1)NC(=O)c1cccs1 (centres undefined)	3	0	-4	2	0	1	-2	1	5
Cn1c(SCC(=O)NC2CCCC2)nc2c(c1=O)SCC2	6	-4	8	0	-2	-6	2	-2	2
COc1ccc(/C=N/NC(=O)c2ccc(COc3cccc4cccnc34)cc2)cc1OC	-3	-1	-15	2	-22	-8	12	-2	-14
CC1=C(C(=O)Nc2ccc(Cl)cc2C(=O)N2CCC(C(N)=O)CC2)SCCO1	-1	-3	-1	-2	5	3	5	0	-2
CN(C)C(=O)CSc1nc2ccccc2c(=O)[nH]1	2	-1	4	3	6	4	-1	10	3
COc1cc(-c2n[nH]c(=S)n2-c2ccc(C)cc2)cc(OC)c1OC	4	7	0	1	3	1	15	4	5
O=C(Nc1ccc(N2CCOCC2)nc1)c1ccc(Cl)cc1	4	2	4	0	3	5	17	5	-4
CN(Cc1cccs1)C(=O)COc1ccc(-c2nnco2)cc1	8	-4	-4	3	0	-3	-9	9	-3
Cc1ccccc1CN1CCN(Cc2ccc3cccc(F)c3n2)CC1CCO (centres undefined)	1	0	13	8	8	5	28	-4	7
CN(Cc1cccs1)C(=O)CCCc1c[nH]c2ccccc12	5	-1	-7	0	5	2	10	11	8
CCCCCCCCS(=O)c1sc2nc(C)cc(C)c2c1N (centres undefined)	9	-4	1	-2	2	3	12	-8	-6
COCC1CCCN(C(=O)c2cc(COc3ccc4ncccc4c3)on2)C1 (centres undefined)	-3	-4	1	5	-2	0	13	11	-1
Oc1ccc(NCc2ccccc2OCc2ccccc2)cc1	26*	-6	8	4	7	7	22	21	84*
CCCCCN(C(=O)CCC(=O)OCC(=O)N1CCCCC1C)c1c(N)n(CCCC)c(=O)[nH]c1=O (centres undefined)	3	-2	-1	1	4	4	10	8	5
CC(C)Sc1nc(N2CCCC2)c2c(c1C#N)CC(C)(C)OC2	-1	1	-6	-2	2	-1	14	-6	-3
COc1cccc(OC)c1C(=O)N1CCNCC1	4	-2	2	0	5	1	-2	9	-2
CCOc1ccc2nc(N3C(=O)CNC3=S)sc2c1	11	5	-1	5	6	1	4	-2	7
CCOc1cccc(=O)c2c(C)n(C)c(C)c12	4	6	16	-1	-2	3	14	5	16
CCCNC(=O)CN(c1ccc(F)cc1)S(=O)(=O)c1ccc2c(c1)OCCO2	0	0	4	1	5	0	5	-5	0
Cc1cc(C(=O)COC(=O)C23CC4CC(CC(O)(C4)C2)C3)c(C)n1-c1c(C)n(C)n(-c2ccccc2)c1=O	2	4	2	0	14	4	6	5	8
CSc1ccc(C(=O)N2CCC(CCC(=O)NC3CC3)CC2)cc1	3	-4	-2	-2	2	-2	3	10	-1
Cc1cccc(-c2nnc(SCC(=O)NCc3ccc4c(c3)OCO4)n2C)c1	0	-5	2	7	5	-2	-4	4	-2
CNC(=O)CSc1ncnc2c1cnn2-c1ccccc1	2	1	-5	-1	0	-3	-9	4	-18
CCC(=O)Nc1c(OC(=O)CC)ccc2c(C)cc(=O)oc12	5	3	3	-1	7	4	6	13	-1

(listing goes on)
SMILES	pPAFAH inh	PAD4 FP inh	PAFAH2 inh	PAFAH1B2 inh	LYPLA2 inh	LYPLA1 inh	PREPL inhibitor	PAFAH1B3 FP inh	GSTO1 inh
O=C(C[C@H]1C[C@H](C(=O)N2CCCCC2)[C@@]2(CCc3ccccc3)c3[nH]c4ccc(Cl)cc4c3CCN2C1=O)NCCC1=CCCCC1	4	5	-5	6	x	x	x	9	x
O=C1CS(=O)(=O)N(Cc2ccc(F)cc2)c2ccccc21	4	-4	-1	11	x	x	x	13	x
Cc1ccc2c(C)nc(N/C(N)=N/S(=O)(=O)c3ccc([N+](=O)[O-])cc3)nc2c1	6	1	-4	2	-1	-5	-6	9	-6
COc1cc(C(=O)N2CCCCCCC2)ccc1OC1CCN(C(C)=O)CC1	4	-1	1	-3	-1	-3	10	-2	-2
COc1ccc(S(=O)(=O)NCc2cc(-c3ccccc3Cl)no2)cc1	2	-6	6	9	0	0	-51	10	-6
CCN(CCn1cccn1)C(=O)CC1C(=O)NCCN1Cc1ccc(F)c(F)c1 (centres undefined)	-10	-1	5	-2	-7	-3	7	7	6
COc1cccc(CNC(=O)Cc2ccc(S(=O)(=O)N3CCOCC3)s2)c1	2	-5	3	-1	3	-1	13	0	-11
O=C(Nc1ncc(C(F)(F)F)cc1Cl)C1COc2ccccc2O1 (centres undefined)	4	-4	-10	2	2	-1	4	7	-1
O=c1c(-c2ccccc2Cl)coc2c(CN3CCCCC3)c(O)ccc12	0	5	-10	-5	-1	1	4	8	1
CCc1ccc(N2CC(C(=O)N/N=C/c3ccccc3)CC2=O)cc1 (centres undefined)	2	-4	-1	0	2	0	-9	1	3
O=C(Cc1ccc(S(=O)(=O)N2CCOCC2)s1)N1CCN(S(=O)(=O)c2cccc(Cl)c2)CC1	4	-1	3	6	6	0	15	2	-5
Cc1c(C(=O)NC2=NCCS2)oc2ccccc12	8	3	4	0	3	0	6	7	-3
Cc1ccc(NC(=O)COc2ccc(/C=N/NC(=O)CSCc3ccccc3)cc2)cc1	0	-5	-10	-4	-3	-6	-4	6	-10
COc1ccccc1C(=O)NCC(=O)N1CCN(S(=O)(=O)c2ccccc2C(F)(F)F)CC1	0	-6	6	3	-5	-1	31	8	x
CCOC(=O)C1(Cc2cccc(Cl)c2)CCCN(C(=O)c2cc(CC)on2)C1 (centres undefined)	4	7	-1	4	9	9	3	0	0
Cc1c(C(=O)N2CCCC2)nnn1-c1nonc1N	4	1	6	0	-5	-3	-1	1	0
O=C(CCN1CCc2ccccc2C1)c1ccc2c(c1)OCCO2	1	-2	-4	1	1	3	8	3	-4
O=C(N/N=C/c1cc2cc3c(cc2nc1Cl)OCO3)c1ccncc1	-4	-4	-5	0	3	-2	8	8	6
OCC[C@H]1C[C@@H](O)[C@H](O)[C@@]2(CCCO2)O1	5	3	-4	1	2	-1	-2	-2	4
COc1ccc(/C(O)=C2/C(=O)C(=O)N(c3ccccn3)C2c2ccc(OC)c(OC)c2)cc1 (centres undefined)	6	-3	-2	5	11	4	-3	-6	-2
COC(=O)C1=C(C(=O)OC)[C@@H]2N(C)c3ccccc3[C@@]23C[C@@H](C(=O)OC)N(C(=O)COCc2ccccc2)C3=N1	4	-1	1	-3	3	0	8	9	4
COc1ccc(OC)c(Nc2ccc(Nc3cc(OC)ccc3OC)nn2)c1	30*	5	6	-2	0	-1	9	4	0
Cc1cc(-c2nnc(CCC(=O)N(CC3CCC3)CC3CCCO3)o2)no1 (centres undefined)	2	-1	1	6	-3	0	-1	6	-6
COc1ccc(Cl)cc1NC(=O)CN(C)C(=O)c1cc2ccccc2cc1OC	3	2	4	7	4	3	-4	-3	-5
COc1ccc(C2NC(=S)NC3=C2CCc2ccccc23)cc1OC (centres undefined)	11	20*	0	-2	-2	-3	8	4	7

Later entries:
SMILES	pPAFAH inh	PAD4 FP inh	PAFAH2 inh	PAFAH1B2 inh	LYPLA2 inh	LYPLA1 inh	PREPL inhibitor	PAFAH1B3 FP inh	GSTO1 inh
CC(=O)Nc1ccc(/C=C/c2nc(-c3ccccc3O)n[nH]2)cc1	-6	-5	-4	-1	-27	-20	7	11	-1
C=CCn1c(Cc2cccs2)nnc1SCC(=O)NCc1ccco1	7	2	10	8	6	0	13	-2	9
CC(=O)c1cnc(-c2ccccn2)s1	-2	0	0	-3	-4	-1	0	2	-4
OCCN(Cc1ccccc1)Cc1ccccc1Cl	0	-2	-5	11	2	-4	-3	-1	2
O=C(Cc1nc2ccccc2[nH]1)c1ccc(Cl)cc1	2	-4	0	0	-7	0	-16	-1	-5
COc1ccc(-c2noc(CN3CCCC(OCc4ccccn4)C3)n2)cc1 (centres undefined)	5	-2	3	0	2	-2	1	5	-5
Clc1ccc(Sc2ccccn2)cc1	-5	-9	-2	-5	1	-1	10	9	-1
Cc1c(C)n(Cc2ccccc2)c2ncnc(N)c12	3	0	0	8	1	0	-34	4	11
COc1cc(OC)cc(C(=O)Nc2nnc(SCC(=O)NCC3CCCO3)s2)c1 (centres undefined)	0	4	1	3	-3	-2	1	-2	-16
O=C(CNCc1ccccc1Cl)NCc1ccco1	8	0	-1	7	-5	0	-10	14	3
O=C(Nc1ccc2c(c1)OCCO2)C(=S)NCc1ccccc1	2	1	4	-1	11	3	8	1	8
O=C(CN1C(=O)C(=O)N(C2CCCC2)C1=O)NCCc1ccc(F)cc1	1	-2	-1	13	x	x	13	5	x
CCOC(=O)C1=CN(Cc2cccc(F)c2)S(=O)(=O)N(CC)C1CCc1ccccc1 (centres undefined)	-1	-2	1	2	x	x	x	3	x
COc1ccccc1NS(=O)(=O)c1ccc(NC(=O)Cc2cccs2)cc1	4	-2	3	2	-3	-9	-11	4	-4
CCOc1ccccc1CN1CCC(n2nccc2NC(=O)C2CCCC2)CC1	4	2	6	-1	3	4	14	0	2
Cc1cc(C)cc(OC(=O)C23CCC(C)(C(=O)O2)C3(C)C)c1 (centres undefined)	5	2	-2	-3	-4	-4	25	-5	3
CCOC(=O)N1CCN(C(=O)COC(=O)c2ccc(Cl)nc2)CC1	-2	-4	1	10	x	x	21	5	x
Cc1cccc(Oc2c([N+](=O)[O-])c(=O)n(C)c3ccccc23)c1	6	-3	9	4	3	7	13	17	7
Cc1cccc(Nc2nc(NCCO)nc(N3CCCC3)n2)c1	6	0	0	7	0	-2	6	13	-1
COc1ccc(Cc2nnc(NC(=O)Nc3ccc(F)cc3)s2)cc1OC	-3	-6	-14	1	-7	-8	-8	-1	-13
O=C(NCCCc1ccccc1)c1cccc([N+](=O)[O-])c1	5	1	-4	0	0	-2	12	-5	2
Cc1cc(-c2nnc(CCC(=O)N3CCN(Cc4cccnc4)CC3)o2)c(C)o1	1	-5	-8	3	1	-2	1	9	8
CC(=O)N(c1ccc2oc(=O)sc2c1)S(=O)(=O)c1ccccc1	4	18*	7	12	5	3	7	6	28
Cc1cc(C)nc(NC(=O)c2ccc(Cl)c(Cl)c2)n1	2	-1	-1	5	2	-2	-4	6	5
COC(=O)CSc1nnc(SCc2ccccc2)s1	4	0	2	9	6	2	-5	5	1
COc1cccc(/C=C2/SC(=S)N(CCC(=O)N3CCOCC3)C2=O)c1	-4	-6	1	-1	0	-1	17	4	4
C/C(=N\NC(=O)c1c(Cl)c(C)nn1C)c1cccc(NC(=O)C2CCCC2)c1	-4	-1	0	1	-2	-4	-1	5	7
Nc1ccc2c(c1)ncn2CCCn1cnc2cc(N)ccc21	4	1	2	-1	1	4	28	12	5
